TPT1 inhibitor = blocks Candida albicans tRNA 2'-phosphotransferase; actives 0.81% (n = 300,000); AID 1962; inhibition, % at 5 µM; recombinant caTPT1, FP RNA substrate dephosphorylation;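 active = inhibition above the mean of all tested compounds plus 3 SD, set per screening campaign, cut at about 24% in these data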;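 also: plate controls were DMSO alone for no effect and ferristatin control at 100 nM for full effect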
PME-1 primary = blocks human protein phosphatase methylesterase 1. Q9Y570. recombinant PME-1, FP-Rh probe fluorescence polarization. inhibition, % at 5.9 µM. actives 0.53% (n = 320,000);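 active = inhibition above the campaign mean of all compounds plus 3 SD, cut at about 26% in these data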;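 also: competitive labeling of PME-1 active site by serine hydrolase directed probe; 0% = PME-1 with DMSO and 100% = wells lacking PME-1 enzyme; inhibitors block probe labeling so polarization falls and inhibition rises; many of its hits are not listed in these tables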
MCL1-BIM inh = inhibitors of human MCL1 binding to BIM-BH3 peptide | Q07820 | GST-MCL1 / FITC-Bim-BH3 fluorescence polarization | inhibition, % at 10.9 µM | actives 0.68% (n = 320,000) | AID 2057;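 active = inhibition above the mean inhibition of all tested compounds plus 3 SD, set per campaign, cut at about 40% in these data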;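 also: 0% = DMSO wells and 100% = unlabeled Bim-BH3 peptide control; higher means more loss of mP so more displacement of Bim peptide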
Fam108B inh = blocks mouse Fam108B hydrolase in RBBP9 counter-screen. recombinant Fam108B, FP-Rh probe fluorescence polarization. inhibition, % at 9.51 µM. actives 0.33% (n = 300,000). AID 1947;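 active = inhibition above the screen mean inhibition plus 3 SD, computed separately per campaign, cut at about 18% in these data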;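 also: inhibitors lower polarization as less probe binds the enzyme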
MEX-5 binding = C. elegans MEX-5 TCR-2 RNA binding activity | Q9XUB2 | MEX-5/FITC-TCR2 RNA binding, fluorescence polarization; stronger effect = lower value | activity score (negative = inhibition of binding), % at 10 µM | actives 0.38% (n = 300,000);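 active = inhibition past about -25% in most replicates, and total fluorescence under double the plate's negative control median, limit read from the data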;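 also: 0% = DMSO and -100% = 5 µM competing unlabeled TCR2 RNA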
Target sequence (Q9XUB2 whole entry, looked up): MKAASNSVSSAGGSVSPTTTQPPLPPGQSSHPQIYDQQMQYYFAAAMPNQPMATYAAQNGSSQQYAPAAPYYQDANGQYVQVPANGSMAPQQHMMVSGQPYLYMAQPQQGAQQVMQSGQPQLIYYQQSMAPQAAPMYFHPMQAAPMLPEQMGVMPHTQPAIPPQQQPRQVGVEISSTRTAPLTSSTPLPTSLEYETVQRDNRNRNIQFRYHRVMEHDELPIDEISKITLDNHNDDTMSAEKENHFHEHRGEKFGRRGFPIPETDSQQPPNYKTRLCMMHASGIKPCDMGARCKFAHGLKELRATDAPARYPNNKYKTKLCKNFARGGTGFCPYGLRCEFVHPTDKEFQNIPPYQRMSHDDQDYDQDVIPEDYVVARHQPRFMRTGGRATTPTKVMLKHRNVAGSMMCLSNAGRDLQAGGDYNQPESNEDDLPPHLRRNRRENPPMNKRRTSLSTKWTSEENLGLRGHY
GSTO1 inh = counter-screen for RBBP9 inhibitors: inhibitors of human GSTO1 | actives 1.1% (n = 300,000) | inhibition, % at 5.96 µM | P78417 | recombinant GSTO1, activity-based probe fluorescence polarization;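 active = inhibition above the campaign mean inhibition plus 3 SD, cut at about 35% in these data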;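 also: 0% = GSTO1-1 with DMSO and 100% = wells lacking GSTO1-1 enzyme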
BCLXL inh = Bcl-xL (human) inhibition. inhibition, % at 10.9 µM. AID 2129. GST-Bcl-xL / FITC-Bim BH3 peptide fluorescence polarization. actives 0.7% (n = 320,000);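 active = inhibition above the mean of all tested compounds plus 3 SD, cutoff set per campaign, cut at about 30% in these data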;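 also: 0% = DMSO wells and 100% = unlabeled Bim-BH3 peptide competitor; inhibitors lower millipolarization by displacing the labeled peptide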
PAD4 FP inh = blocks human protein arginine deiminase 4; recombinant PAD4, RCA probe fluorescence polarization; actives 0.41% (n = 330,000); inhibition, % at 6.36 µM;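 active = percent inhibition above a cutoff equal to the mean of all tested compounds plus 3 SD, cut at about 15% in these data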;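 also: 0% = PAD4 with RCA probe and DMSO and 100% = probe without PAD4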
GLD-1 TGE inh = GLD-1-TGE RNA interaction inhibition (C. elegans); purified GLD-1 + fluorescein TGE RNA, fluorescence polarization; inhibition, % at 5.96 µM; Q17339; actives 0.44% (n = 320,000);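 active = percent inhibition above a per-plate cutoff, the plate mean of test compounds plus 3 SD, cut at about 30% in these data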;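 also: 0% = DMSO wells with GLD-1 and probe and 100% = wells lacking GLD-1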
Target sequence (Q17339 whole entry, looked up): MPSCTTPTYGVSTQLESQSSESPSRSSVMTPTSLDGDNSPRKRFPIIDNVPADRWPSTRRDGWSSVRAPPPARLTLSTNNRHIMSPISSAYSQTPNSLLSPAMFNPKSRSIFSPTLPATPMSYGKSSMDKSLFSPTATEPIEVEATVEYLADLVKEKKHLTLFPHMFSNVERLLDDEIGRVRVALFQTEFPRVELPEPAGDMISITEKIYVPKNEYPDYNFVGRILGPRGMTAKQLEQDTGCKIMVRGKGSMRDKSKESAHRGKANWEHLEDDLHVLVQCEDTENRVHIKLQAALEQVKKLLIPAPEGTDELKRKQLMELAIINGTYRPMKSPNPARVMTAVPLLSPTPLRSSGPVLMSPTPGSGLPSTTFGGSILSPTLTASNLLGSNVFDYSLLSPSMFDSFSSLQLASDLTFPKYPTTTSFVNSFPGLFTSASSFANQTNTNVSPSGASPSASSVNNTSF
Active calls of the source: *.

Screening Cc1cc(C(=O)COC(=O)CC2Sc3ccccc3NC2=O)c(C)n1-c1ccc(Br)cc1 (configuration not stated) returned TPT1 inhibitor -1, PME-1 primary -8, MCL1-BIM inh -6, Fam108B inh -11, MEX-5 binding 0.8, GSTO1 inh -9, BCLXL inh -5, PAD4 FP inh -2 and GLD-1 TGE inh 0.
`Cc1ccc(CN2CCN(CC(=O)NCCCN3CCN(c4ccc(F)cc4)CC3)C2=O)cc1` gave TPT1 inhibitor 0, PME-1 primary -7, MCL1-BIM inh 1, Fam108B inh 1, MEX-5 binding 1.0, GSTO1 inh 3, BCLXL inh 1, PAD4 FP inh -9 and GLD-1 TGE inh 7.
CC1(C)CC(=O)C=C(CN2C(=O)c3ccccc3C2=O)C1=O was read as PME-1 primary 1, MCL1-BIM inh 1, BCLXL inh 6, PAD4 FP inh 3 and GLD-1 TGE inh 6.
CC1(C)N=C(N)NC(Nc2ccc(Br)cc2)=N1 was read as TPT1 inhibitor -5, PME-1 primary -1, MCL1-BIM inh 7, Fam108B inh -1, MEX-5 binding 0.9, GSTO1 inh 2, BCLXL inh 4, PAD4 FP inh -4 and GLD-1 TGE inh -4.
CCCC(C(=O)NCCC(C)C)N(Cc1ccc(OC)cc1)C(=O)c1snc(C(N)=O)c1N (configuration not stated) was read as TPT1 inhibitor 1, PME-1 primary 2, MCL1-BIM inh -5, Fam108B inh -2, MEX-5 binding -0.5, GSTO1 inh 1, BCLXL inh 0, PAD4 FP inh 0 and GLD-1 TGE inh 5.
`O=C(COC(=O)Cc1ccccc1[N+](=O)[O-])NCc1ccccc1Cl` gave TPT1 inhibitor -2, PME-1 primary -5, MCL1-BIM inh -2, Fam108B inh 0, MEX-5 binding 2.1, GSTO1 inh 17, BCLXL inh -2, PAD4 FP inh -2 and GLD-1 TGE inh 6.
COC(=O)/C=C/C(=O)NCc1ccco1 was read as TPT1 inhibitor -2, PME-1 primary -3, MCL1-BIM inh -1, Fam108B inh 0, MEX-5 binding 2.2, GSTO1 inh 5, BCLXL inh 4, PAD4 FP inh -5 and GLD-1 TGE inh 3.
CC(=O)N1CCN(C(=S)c2ccc([N+](=O)[O-])cc2)CC1 was read as TPT1 inhibitor 3, PME-1 primary -1, MCL1-BIM inh 6, Fam108B inh 2, MEX-5 binding -0.5, GSTO1 inh -7, BCLXL inh 3, PAD4 FP inh -3 and GLD-1 TGE inh -3.
`NNC(=O)C1CC(O)CN1S(=O)(=O)c1ccc(Cl)cc1` (configuration not stated) gave TPT1 inhibitor -1, PME-1 primary 2, MCL1-BIM inh -2, Fam108B inh -1, MEX-5 binding 0.6, GSTO1 inh 0, BCLXL inh 6, PAD4 FP inh -2 and GLD-1 TGE inh 4.
For CC(=O)Nc1ccc(NC(=O)CSc2nnc(-c3ccco3)o2)cc1 the results were TPT1 inhibitor -3, PME-1 primary 1, MCL1-BIM inh 0, Fam108B inh 1, MEX-5 binding -0.1, GSTO1 inh -5, BCLXL inh 0, PAD4 FP inh 2 and GLD-1 TGE inh 3.
COc1cc2c(cc1OC)CN(CCC(=O)c1ccc(Br)cc1)CC2 was read as TPT1 inhibitor 1, PME-1 primary 1, MCL1-BIM inh 11, Fam108B inh -1, MEX-5 binding -0.1, GSTO1 inh -10, BCLXL inh 2, PAD4 FP inh 3 and GLD-1 TGE inh -6.
Screening COc1ccc2cc(C(=O)C3CCCN(C(=O)C4=NN(C)C(=O)CC4)C3)ccc2c1 (configuration not stated) returned TPT1 inhibitor -1, PME-1 primary 0, MCL1-BIM inh 3, Fam108B inh 3, MEX-5 binding -0.1, GSTO1 inh 3, BCLXL inh 2, PAD4 FP inh -1 and GLD-1 TGE inh 13.
Screening O=C(Oc1ccc2c(c1)OCO2)C12CC3CC(CC(C3)C1)C2 returned TPT1 inhibitor 1, PME-1 primary 2, MCL1-BIM inh 0, Fam108B inh -2, MEX-5 binding 1.2, GSTO1 inh 0, BCLXL inh 4, PAD4 FP inh -1 and GLD-1 TGE inh -4.
Screening COc1ccc(CCNC(=O)COc2nncc3ccccc23)cc1 returned TPT1 inhibitor 7, PME-1 primary 0, MCL1-BIM inh -12, Fam108B inh -2, MEX-5 binding 1.7, GSTO1 inh 4, BCLXL inh -1, PAD4 FP inh -7 and GLD-1 TGE inh 3.
`COc1ccccc1NC(=O)CSCC(=O)N1c2ccccc2CCc2ccccc21` gave TPT1 inhibitor -4, PME-1 primary 5, MCL1-BIM inh 8, Fam108B inh 0, MEX-5 binding -1.6, GSTO1 inh -4, BCLXL inh 0, PAD4 FP inh -1 and GLD-1 TGE inh 4.

The closing three entries of the section before lead into the next:
Screening O=C(Oc1ccc2c(c1)OCO2)C12CC3CC(CC(C3)C1)C2 returned TPT1 inhibitor 1, PME-1 primary 2, MCL1-BIM inh 0, Fam108B inh -2, MEX-5 binding 1.2, GSTO1 inh 0, BCLXL inh 4, PAD4 FP inh -1 and GLD-1 TGE inh -4.
Screening COc1ccc(CCNC(=O)COc2nncc3ccccc23)cc1 returned TPT1 inhibitor 7, PME-1 primary 0, MCL1-BIM inh -12, Fam108B inh -2, MEX-5 binding 1.7, GSTO1 inh 4, BCLXL inh -1, PAD4 FP inh -7 and GLD-1 TGE inh 3.
`COc1ccccc1NC(=O)CSCC(=O)N1c2ccccc2CCc2ccccc21` gave TPT1 inhibitor -4, PME-1 primary 5, MCL1-BIM inh 8, Fam108B inh 0, MEX-5 binding -1.6, GSTO1 inh -4, BCLXL inh 0, PAD4 FP inh -1 and GLD-1 TGE inh 4.
COc1ccc(-c2nc3n(c(=O)c2C#N)CCS3)c(OC)c1 was read as TPT1 inhibitor 0, PME-1 primary -4, MCL1-BIM inh -2, Fam108B inh -2, MEX-5 binding 0.2, GSTO1 inh 6, BCLXL inh 5, PAD4 FP inh -4 and GLD-1 TGE inh -8.
`COc1cc(Cl)ccc1OCc1cc(C(=O)N2CCN(c3ccccn3)CC2)no1` gave TPT1 inhibitor 0, PME-1 primary -4, MCL1-BIM inh 5, Fam108B inh 1, MEX-5 binding -0.9, GSTO1 inh 5, BCLXL inh 3, PAD4 FP inh -2 and GLD-1 TGE inh 1.
Brc1ccc(-c2nc(-c3ccccn3)no2)o1 was read as TPT1 inhibitor -3, PME-1 primary -3, MCL1-BIM inh 8, Fam108B inh 0, MEX-5 binding 6.0, GSTO1 inh 4, BCLXL inh 4, PAD4 FP inh 2 and GLD-1 TGE inh 0.
For COCCCNC(=O)c1cc(C(=O)c2ccccc2Br)c[nH]1 the results were TPT1 inhibitor -1, PME-1 primary -7, MCL1-BIM inh -6, Fam108B inh 1, MEX-5 binding 2.2, GSTO1 inh 0, BCLXL inh -1, PAD4 FP inh -3 and GLD-1 TGE inh 0.
COC(=O)C1=C(NC(=O)c2cccc(OC)c2)CCS1 was read as TPT1 inhibitor -3, PME-1 primary -10, MCL1-BIM inh 1, Fam108B inh 6, MEX-5 binding 1.5, GSTO1 inh -4, BCLXL inh 3, PAD4 FP inh -4 and GLD-1 TGE inh -6.
For Cc1ccc(C(=O)N2CCN(c3ccccn3)CC2)cc1 the results were TPT1 inhibitor 0, PME-1 primary -4, MCL1-BIM inh 1, Fam108B inh 3, MEX-5 binding 1.2, GSTO1 inh 12, BCLXL inh 6, PAD4 FP inh -2 and GLD-1 TGE inh 3.
For O=C(COc1ncnc2ccccc12)NCCc1ccccc1 the results were TPT1 inhibitor 1, PME-1 primary -4, MCL1-BIM inh 0, Fam108B inh 0, MEX-5 binding -1.2, GSTO1 inh -1, BCLXL inh 5, PAD4 FP inh -7 and GLD-1 TGE inh 0.
Screening COc1ccc(Cl)cc1-n1c(N)c(C(N)=O)sc1=S returned TPT1 inhibitor -1, PME-1 primary -4, MCL1-BIM inh -1, Fam108B inh -1, MEX-5 binding -3.0, GSTO1 inh 15, BCLXL inh 6, PAD4 FP inh -2 and GLD-1 TGE inh -2.
CCOCC(=O)Nc1nnc(C2CCCCC2)s1 was read as TPT1 inhibitor 2, PME-1 primary -1, MCL1-BIM inh 1, Fam108B inh -2, MEX-5 binding 0.1, GSTO1 inh 15, BCLXL inh 0, PAD4 FP inh 0 and GLD-1 TGE inh 3.
CCn1ncc(Br)c1C(=O)Nc1ccccc1C(F)(F)F was read as TPT1 inhibitor -4, PME-1 primary -2, MCL1-BIM inh -1, Fam108B inh 2, MEX-5 binding -2.3, GSTO1 inh 3, BCLXL inh 8, PAD4 FP inh -2 and GLD-1 TGE inh 1.
`O=C(c1ccccc1)N1CCN(c2ccc(N3CCOCC3)nn2)CC1` gave TPT1 inhibitor -3, PME-1 primary 9, MCL1-BIM inh 0, Fam108B inh 1, MEX-5 binding 1.4, GSTO1 inh -3, BCLXL inh 3, PAD4 FP inh -3 and GLD-1 TGE inh -4.
For COCCn1c(SC(C)C(=O)Nc2ccc(N3CCOCC3)cc2)nnc1-c1ccncc1 (configuration not stated) the results were TPT1 inhibitor -2, PME-1 primary 0, MCL1-BIM inh 0, Fam108B inh -5, MEX-5 binding -0.2, GSTO1 inh 6, BCLXL inh 3, PAD4 FP inh 0 and GLD-1 TGE inh -1.
For CSc1ccccc1NC(=O)c1ccc(N2CCCC2=O)cc1 the results were PME-1 primary -3, MCL1-BIM inh -1, BCLXL inh -3, PAD4 FP inh -11 and GLD-1 TGE inh 5.
N#Cc1cc([N+](=O)[O-])cnc1N(CCO)CCO was read as TPT1 inhibitor 1, PME-1 primary 8, MCL1-BIM inh 4, Fam108B inh 3, MEX-5 binding 2.2, GSTO1 inh -2, BCLXL inh 6, PAD4 FP inh 1 and GLD-1 TGE inh 5.
Screening COn1c(-c2ccc(C)cc2)nc2ncccc21 returned TPT1 inhibitor 9, PME-1 primary 2, MCL1-BIM inh -8, Fam108B inh 0, MEX-5 binding 1.3, GSTO1 inh 5, BCLXL inh 2, PAD4 FP inh -4 and GLD-1 TGE inh -6.
Screening COc1ccc(Oc2c(C)oc3cc(OC(=O)N4CCOCC4)ccc3c2=O)cc1 returned TPT1 inhibitor 1, PME-1 primary -2, MCL1-BIM inh -5, Fam108B inh -3, MEX-5 binding 1.3, GSTO1 inh 3, BCLXL inh -4, PAD4 FP inh 1 and GLD-1 TGE inh -7.
For COc1ccc(CCNC(=O)C(=O)NCC2OCCN2S(=O)(=O)c2cccs2)cc1 (configuration not stated) the results were TPT1 inhibitor 3, PME-1 primary 4, MCL1-BIM inh 1, Fam108B inh -1, MEX-5 binding 2.7, GSTO1 inh -2, BCLXL inh 1, PAD4 FP inh -4 and GLD-1 TGE inh 3.
CN1CCN(S(=O)(=O)c2cccc(C(=O)Nc3cc(C(F)(F)F)ccc3N3CCCCC3)c2)CC1 was read as TPT1 inhibitor 1, PME-1 primary -5, MCL1-BIM inh -21, Fam108B inh 2, MEX-5 binding 0.7, GSTO1 inh 6, BCLXL inh -14, PAD4 FP inh -4 and GLD-1 TGE inh 0.
Screening COc1ccc(NC(=O)c2ccc3nc[nH]c3c2)cc1 returned TPT1 inhibitor -1, PME-1 primary 0, MCL1-BIM inh -1, Fam108B inh -1, MEX-5 binding 3.0, GSTO1 inh -3, BCLXL inh 1, PAD4 FP inh -2 and GLD-1 TGE inh -4.
`COc1ccccc1NCCC(=O)OCC(=O)NC1CCCC(C)C1C` (configuration not stated) gave TPT1 inhibitor -4, PME-1 primary -3, MCL1-BIM inh 27, Fam108B inh -2, MEX-5 binding 0.1, GSTO1 inh 6, BCLXL inh 6, PAD4 FP inh 6 and GLD-1 TGE inh 3.

An excerpt, so the mix of outcomes need not match the whole.
